Epigenetic derep: derepresses silenced GFP reporter in murine cells. AID 1865. murine LDR cells, GFP reporter derepression, 30 h. Potency, µM (series often up to 53.9 µM), without a hit: top-dose GFP activation, usual class: activators. hit rate 0.2% among 280,000; also: % of control where 0% means no effect; nearly all actives have a fitted effect of over 60% in size
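Derepression of a silenced CMV-GFP reporter in murine LDR cells is scored by enumerating GFP-positive cells with a laser-scanning microplate cytometer after 30 hours of treatment at 37 C.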
GAA glycogen mod: alters human alpha-glucosidase cleavage of glycogen | P10253 | recombinant GAA, glycogen substrate, Amplex Red glucose oxidase fluorescence | Potency, µM (titrated, usually from 76.4 µM), for inactives: at the top dose activity change, negative = inhibition, actives largely listed as inhibitors | hit rate 0.38% among 300,000 | AID 2100;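 also: 0% = full enzyme reaction and -100% = no-enzyme basal signal; the screen sought inhibitors and activators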
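Natural-substrate format: glycogen cleavage by 4 nM human enzyme, glucose read by Amplex Red coupling (Ex 573, Em 610 nm). Normalized to enzyme and no-enzyme controls.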
Tau fluor cs: counter-screen for tau fibril formation inhibitors; tau K18 P301L (four-repeat tau fragment) Alexa594 fluorescence, heparin fibrillization; Potency, µM (series often up to 57.7 µM), for inactives: top-dose activity change, negative = decrease; hit rate 0.93% among 280,000; AID 1463; also: % is scaled to controls: 0 for no effect and ±100 for the full control effect; nearly all actives have a fitted effect of over 55% in size
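Human K18 P301L tau (15 uM unlabeled plus 0.24 uM Alexa 594-labeled, final) in 100 mM sodium acetate pH 7 was mixed with compound and 20 uM heparin and incubated 6 hr at 37 C.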
* marks the source's active call; other numbers are inactive results; ? = inconclusive; & = joins results of further samples; [ ] = another dose, or the depositor's remark. Calls follow the shape of the dose curve; as a rule, active = well fitted curve in the direction sought with a large enough effect; inconclusive = small, poorly fitted or top-dose-only effect, or another doubt; inactive = no such curve, though single readings can be large; an effect the other way counts as inactive or inconclusive. Potency is read from the fitted curve at half-maximal effect. The list is partial; rates above refer to the full screens.

SMILES	Epigenetic derep	GAA glycogen mod	Tau fluor cs
COc1ccc(NC(=O)c2ccc3c(SCC(=O)O)c4c(nc3c2)CCC4)c(OC)c1	0.0%	-15%[76.3 µM]	-11%
Cc1nc2cc(-c3cccc(F)c3)nn2c(C)c1CCC(=O)Nc1ccccc1C(N)=O	1.1%	-3%[76.3 µM]	-13%
CCc1nnc(SCc2ccc(F)cc2Cl)c2cc3sccc3n12	-0.2%	-4%[76.3 µM]	-11%
Cc1ccc(-n2c(=O)c3oc4ccccc4c3n(CC(=O)Nc3ccccc3)c2=O)cc1C	-0.2%	17%[76.3 µM]	-6%
Cc1cccc(NC(=O)Cn2c(=O)n(Cc3ccc4c(c3)OCO4)c(=O)c3oc4ccccc4c32)c1C	1.8%	-4%[76.3 µM]	-9%
CCc1nonc1NC(=O)c1oc2ccc(Cl)cc2c1C	-1.2%	-4%&-3%[76.3 µM]	-2%
CCn1c2ccccc2c2nnc(N3CCN(c4cccc(Cl)c4)CC3)nc21	2.8%	?	18µM*[quencher]
COc1ccc(CNC(=O)CN(c2ccc(C(C)C)cc2)S(=O)(=O)c2c(C)nn(C)c2C)cc1	-3.7%	12%[76.3 µM]	-12%
COc1ccc2c(CC(=O)Nc3ccc(C)cc3)coc2c1	-1.9%	15%[76.3 µM]	-15%
Cc1coc2c(C)c3oc(=O)c(CC(=O)NCc4ccccc4)c(C)c3cc12	1.5%	-3%[76.3 µM]	6%
CCOc1ccccc1NC(=O)Cc1noc2ccc(C)cc12	0.8%	-17%[76.3 µM]	-20%
CCOc1cc2sc(N3CCC(C(=O)Nc4ccccc4C(=O)OC)CC3)nc2cc1Br	0.0%	15%[76.3 µM]	-19%
O=C(NCCCN1CCCCC1)c1ccc2c(c1)sc1nc(-c3ccc(F)cc3)cn12	1.8%	-9%[76.3 µM]	-22%
CCCN1CCN(CCCNC(=O)Cn2nc(CC)n3c(cc4occc43)c2=O)CC1	?	-1%[76.3 µM]	3%
Cc1ccc(-c2nc(N3CCCC(C)C3)c3ccccc3n2)cc1 (centres undefined)	5.8%	-26%[76.3 µM]	-11%
Cc1cc(F)ccc1S(=O)(=O)Nc1cc2c(C(=O)O)c(C)oc2c2ccccc12	0.0%	7%[76.3 µM]	-6%
CCC1CN(C(=O)N2CCC(C(=O)NCCCc3ccccc3)CC2)c2cc(C)ccc2O1 (centres undefined)	0.8%	8%[76.3 µM]	-19%
COc1cccc(CNS(=O)(=O)c2ccc3c(c2)CCN3C(=O)C2CCC2)c1	1.0%	15%[76.3 µM]	-17%
O=C(Cn1c(=O)n(Cc2ccc3c(c2)OCO3)c(=O)c2oc3ccccc3c21)Nc1ccccc1F	?	12%[76.3 µM]	-8%
COc1cc(OC)cc(C(=O)Nc2ccc3nc(N4CCCCC4)cc(C)c3c2)c1	-0.4%	-8%[76.3 µM]	?
Cc1ccc(S(=O)(=O)c2cn(C)c3cc(N4CCCC4)c(F)cc3c2=O)c(C)c1	-1.2%	14%[76.3 µM]	1%
CCc1ccc(NC(=O)Cn2c(=O)n(CCC(=O)NCc3ccc4c(c3)OCO4)c(=O)c3ccccc32)cc1	-0.1%	13%[76.3 µM]	-7%
COCCNc1nc2c(S(=O)(=O)c3ccccc3)nnn2c2ccc(Cl)cc12	12%	-8%[76.3 µM]	-12%
CN(C)c1ccc(CN(CC2CCCO2)C(=O)COc2ccccc2Cl)cc1 (centres undefined)	-0.9%	?	-14%
Cc1ccc(N(CC(=O)Nc2cccc(F)c2)S(=O)(=O)c2cccs2)cc1	5.2%	0%[76.3 µM]	-22%
SMILES	Epigenetic derep	GAA glycogen mod	Tau fluor cs
Nc1c(C(=O)Nc2cccc(F)c2)c2ccccn2c1C(=O)c1ccccc1	-0.7%	0%[76.3 µM]	-12%
CCc1ccc(OCC(=O)N(Cc2ccc(C(C)C)cc2)C2CCS(=O)(=O)C2)cc1 (centres undefined)	0.8%	2%[76.3 µM]	-15%
CC1CCN(S(=O)(=O)c2ccc3c(c2)N(CC(=O)NC(C)c2ccccc2)C(=O)CO3)CC1 (centres undefined)	-10%	-11%[76.3 µM]	-18%
CCn1cc(S(=O)(=O)c2cc(C)cc(C)c2)c(=O)c2cc(F)c(N3CCC(C)CC3)cc21	-0.4%	3%[76.3 µM]	-10%
O=C1CN(C(=O)COc2ccccc2)C(c2ccc(F)cc2)c2cc(Br)ccc2N1 (centres undefined)	11%	3%[76.3 µM]	-17%
CCN(CC)c1cc(C)c2cc(NC(=O)/C=C/c3ccccc3OC(C)C)ccc2n1	2.7%	6%[76.3 µM]	7.9µM*[quencher]
COc1ccc(NC(=O)c2ccc3c(c2)CCN3S(=O)(=O)c2ccc(C)cc2)cc1Cl	-2.7%	-6%[76.3 µM]	-29%
CCc1cccc(C)c1NC(=O)Cn1cc2c(n1)CCCCC2	-5.1%	9%[76.3 µM]	-7%
Cc1ccc(NC(=O)Nc2sc3nc4n(c(=O)c3c2C)CCC(C)CC4)c(Cl)c1 (centres undefined)	6.8%	?	7.1µM*[quencher]
CCc1ccccc1NC(=O)CN(Cc1ccccc1)S(=O)(=O)c1ccc(Br)cc1	-0.8%	17%[76.3 µM]	-10%
CCN(CC)S(=O)(=O)c1cc(-c2ccc(=O)n(C(C)C(=O)Nc3cccc(C#N)c3)n2)ccc1C (centres undefined)	2.4%	-4%[76.3 µM]	?
O=C(Nc1nc(-c2ccc(Br)cc2)ns1)c1ccc(F)cc1	0.8%	16%[76.3 µM]	2%
COc1ccc(C)cc1NC(=O)CCc1c(C)nn(-c2ccc(N3CCCCC3)nn2)c1C	1.1%	-6%[76.3 µM]	-3%
COc1ccc(-c2cc3nc(C)c(CCC(=O)NCCc4ccc(Cl)cc4)c(C)n3n2)c(OC)c1	3.3%	-8%[76.3 µM]	-13%
CCOC(=O)c1cc(OC(=O)c2ccccc2F)n(-c2ccccc2)n1	0.1%	-7%[76.3 µM]	-7%
COc1ccc(C)cc1NC(=O)c1cn(C)c(=O)c2cc(OC)c(OC)cc12	-1.1%	14%[76.3 µM]	-15%
Cc1ccc2ncc(C(=O)Nc3cccc(C(F)(F)F)c3)c(=O)n2c1	0.0%	-7%[76.3 µM]	-9%
CCCc1noc(-c2ccc(N3CCCCC3)c([N+](=O)[O-])c2)n1	0.5%	?	2%
COC(=O)C(Cc1c[nH]c2ccccc12)NC(=O)COc1cccc(C)c1 (centres undefined)	-0.8%	-3%[76.3 µM]	?
Cc1ccc(NC(=O)C2CCCN2S(=O)(=O)c2cccc3cccnc23)cc1C (centres undefined)	0.0%	12%[76.3 µM]	-21%
COc1ccc(NC(=O)Nc2nnc(C)s2)cc1	1.6%	15%[76.3 µM]	-21%
Fc1ccc(-c2csc(-c3nc(-c4ccc(Br)s4)cs3)n2)cc1	-0.7%	0%[76.3 µM]	7%
CCOc1ccc(NC(=O)CSc2nnc(CNC(=O)c3c(F)cccc3Cl)o2)cc1	0.8%	16%[76.3 µM]	-6%
Cc1ccc(NC(=O)C2CCC(CNS(=O)(=O)c3ccc4c(c3)C(C)(C)C(=O)N4C)CC2)cc1 (centres undefined)	5.6%	16%[76.3 µM]	5%
C=CCc1cccc2cc(C(=O)NCCc3c(C)[nH]c4c(C)cccc34)c(=O)oc12	2.2%	-13%[76.3 µM]	?
SMILES	Epigenetic derep	GAA glycogen mod	Tau fluor cs
COc1ccc(CCNC(=O)c2ccc3c(c2)CCN3S(=O)(=O)c2ccc(C)cc2)cc1OC	0.9%	2%[76.3 µM]	-24%
Cc1ccc2c(c1)cc1c(=O)n(CC(=O)NC(C)CCc3ccccc3)nc(C)n12 (centres undefined)	1.1%	-10%[76.3 µM]	-4%
CCn1cc(S(=O)(=O)c2ccc(C)cc2C)c(=O)c2cc(F)c(N3CCCC3)cc21	-0.4%	-38%[76.3 µM]	-8%
Cc1cc(C)cc(NC(=O)NCc2noc3ccccc23)c1	3.4%	8%[76.3 µM]	-29%
COc1ccc(N2CCN(C(=O)CNS(=O)(=O)c3ccc(Br)s3)CC2)cc1	-0.9%	-10%	-29%
CCOc1cc(C(=O)NCc2nc(-c3cccc(C)c3)no2)cc(OCC)c1OCC	-1.0%	9%[76.3 µM]	-12%
COc1ccccc1NC(=O)C1=C(C)Nc2nc(SCc3ccccc3Cl)nn2C1c1cccnc1 (centres undefined)	-1.0%	-1%[76.3 µM]	-9%
Cc1ccc2c(c1)c1c3n2CCN(C(=O)c2cccc(C(F)(F)F)c2)C3CCC1 (centres undefined)	-1.1%	-9%[76.3 µM]	-21%
COc1ccc(C(=O)Nc2cc(S(=O)(=O)c3ccc(Cl)cc3)c(O)c(C)c2C)cc1	2.2%	6%[76.3 µM]	-30%
O=C1CN(C(=O)c2ccc(S(=O)(=O)N3CCCCC3)cc2)C(c2ccc(F)cc2)c2cc(Br)ccc2N1 (centres undefined)	-0.6%	-14%[76.3 µM]	-24%
COc1ccc(CCNC(=O)CCCn2c(=O)c3ccccc3n(Cc3ccc(F)cc3Cl)c2=O)cc1OC	-0.9%	-6%[76.3 µM]	-15%
Cc1ccc(-n2c(=O)c3ccc(C(=O)NCc4ccco4)cc3n(Cc3ccccc3Cl)c2=O)cc1	3.6%	-6%[76.3 µM]	-3%
COc1ccccc1NC(=O)CN(c1cc(C)cc(C)c1)S(=O)(=O)c1c(C)[nH]c(=O)[nH]c1=O	-1.1%	-11%[76.3 µM]	-5%
COc1ccc(NC(=O)CSC2=Nc3ccccc3C3=NC(CC(=O)NCc4ccccc4OC)C(=O)N23)cc1Cl (centres undefined)	-6.5%	-25%[76.3 µM]	?
COCCCn1c(=O)c2sccc2n2c(CCCC(=O)NCc3cccc(OC)c3)nnc12	1.9%	0%&-2%[76.3 µM]	-1%
Cc1ccc2[nH]c(C(=O)Nc3ccccc3)cc2c1	-1.6%	-2%[76.3 µM]	-3%
COc1ccccc1CNc1ccc(-c2nc(-c3cccc(C)c3)no2)cc1[N+](=O)[O-]	13%	-4%[76.3 µM]	-5%
CCC(=O)N1CCc2cc(S(=O)(=O)NCCC(=O)NCc3ccccc3Cl)ccc21	1.3%	1%&-13%[76.3 µM]	-11%
CCOC(=O)C1=C(CN(C)Cc2ccccc2)NC(=O)NC1c1ccc(OC)cc1 (centres undefined)	-0.4%	8%[76.3 µM]	-5%
COc1ccc(CCNC(=O)CSc2nc(-c3ccc(F)cc3)cc(C(F)(F)F)n2)cc1OC	0.0%	-1%[76.3 µM]	-10%
COc1ccc(CCNC(=O)CCn2c(=O)c3ccccc3n(Cc3c(C)cc(C)cc3C)c2=O)cc1OC	-0.9%	-3%[76.3 µM]	-11%
CC(=O)N1c2ccc(S(=O)(=O)NCCc3cccc(C)c3)cc2CC1C (centres undefined)	-1.2%	-6%[76.3 µM]	-11%
COc1ccc(OC)c(-c2nnc3n(Cc4ccc(C)cc4)c(=O)c4ccccc4n23)c1	-0.6%	-5%[76.3 µM]	-13%
Cc1ccc(Cl)cc1NC(=O)CSc1nc2c(c(=O)[nH]1)CN(Cc1ccccc1)CC2	-1.7%	-7%[76.3 µM]	5%
Cc1cc(NC(=O)C2CCCN(S(=O)(=O)c3cccc4nsnc34)C2)ccc1Br (centres undefined)	?	9%[76.3 µM]	-30%
Cc1nn(CCCC(=O)NCc2ccc(F)cc2)c(=O)c2c1sc1ccccc12	-0.9%	10%[76.3 µM]	-6%

From PubChem BioAssay
